Bim-Mcl-1 – inhibitors of Bim peptide binding to Mcl-1, primary screen, biochemical, bead-based flow cytometry, multiplex | inhibition, % at 10 µM | 190,000 tested, 0.1% active | Bim peptide-Mcl-1 binding | Induced myeloid leukemia cell differentiation protein Mcl-1 (Homo sapiens), Q07820; in the data active means inhibition above about 40%;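 further: 0% = no compound tracer wells and 100% = peptide blocker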
Target sequence (Q07820 whole entry, looked up): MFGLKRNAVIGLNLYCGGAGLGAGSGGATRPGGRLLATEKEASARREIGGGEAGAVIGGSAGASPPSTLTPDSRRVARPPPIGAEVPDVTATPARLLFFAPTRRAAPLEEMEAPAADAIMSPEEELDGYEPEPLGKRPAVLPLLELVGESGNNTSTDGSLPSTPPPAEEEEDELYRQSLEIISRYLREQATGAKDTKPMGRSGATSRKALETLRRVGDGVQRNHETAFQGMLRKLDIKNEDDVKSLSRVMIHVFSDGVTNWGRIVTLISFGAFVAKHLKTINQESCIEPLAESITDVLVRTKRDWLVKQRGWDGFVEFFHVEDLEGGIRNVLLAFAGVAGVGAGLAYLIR
HRas wt GTP bind – modulators of GTP binding to HRas wildtype, primary screen, biochemical, bead-based flow cytometry, multiplex | GTPase HRas (Homo sapiens), P01112 | GST-Ras wt beads, Bodipy-FL-GTP binding; actives lie on both sides | GTP binding activity, % at 10 µM | 190,000 tested, 0.14% active | AID 759, 2007;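 active means GTP binding activity at least 20% away from the 100% baseline, either lowered as inhibitor or raised as activator; inconclusive means flagged as likely green fluorescent, judged across all proteins in the well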;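 further: 0% = unlabeled GTP competition control and 100% = no-compound control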
Target sequence (P01112 whole entry, looked up): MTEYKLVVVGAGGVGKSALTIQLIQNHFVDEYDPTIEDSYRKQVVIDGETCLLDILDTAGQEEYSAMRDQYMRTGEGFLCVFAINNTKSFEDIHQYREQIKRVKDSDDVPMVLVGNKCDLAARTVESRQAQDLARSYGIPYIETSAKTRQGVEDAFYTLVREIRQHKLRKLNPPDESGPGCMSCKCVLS
Rab7 wt GTP bind – modulators of GTP binding to Rab7, primary screen, biochemical, wildtype, multiplex bead flow cytometry. GST-Rab7 beads, fluorescent GTP binding; actives lie on both sides; untreated = 100%, excess cold GTP = 0%. 190,000 tested, 0.055% active. Rab7 GTPase wild type (dog), Bodipy-FL-GTP binding. GTP binding activity (percent of control), % at 10 µM;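 active means fluorescent GTP binding to Rab7 beads changed by at least 20 points from the 100% baseline, either direction, mostly lower; inconclusive means compound itself probably fluorescent, or too few beads counted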;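 further: median green fluorescence of bound Bodipy-FL-GTP per Rab7 bead population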
Avidin fluor – green autofluorescence of compounds with avidin beads – biophysical, 488/530 nm, flow cytometry, artefact control, profiling panel; fluorescence (KMESF) at 10 µM; 220,000 tested, 0.38% active; compound fluorescence 488/530 nm; active compounds read high; in the data active means fluorescence above about 47; further: inactives centre near 10
Mcl1-Bid inh – Mcl-1/Bid binding inhibitors, primary screen, biochemical, TR-FRET, 1536-well | Induced myeloid leukemia cell differentiation protein Mcl-1 (Homo sapiens), Q07820 | TR-FRET Mcl-1/Bid-Dy647 peptide binding | inhibition, % at 21.7 µM | 220,000 tested, 0.97% active | AID 1021, 2008;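 active means compounds that cut the binding signal by more than half at the single screening dose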;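 further: His-tagged Mcl-1 with europium anti-His antibody binding Bid BH3 peptide; 0% = Mcl-1 plus peptide wells and 100% = peptide-only wells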
Cdc42 wt – modulators of GTP binding to wildtype Cdc42, primary screen, biochemical, multiplex bead flow cytometry, Bodipy-GTP; AID 761, 2007; GST-Cdc42 beads; actives lie on both sides; percent activity (GTP binding), % at 10 µM; Cell division control protein 42 homolog (Homo sapiens), P60953; 190,000 tested, 0.2% active;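 active means percent activity GTP binding at least 20 points away from the 100% baseline, either down as inhibitor or up as activator; inconclusive means compound flagged as likely green fluorescent from well-wide comparison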;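 further: median bead fluorescence of bound Bodipy-FL-GTP at 100 nM; 0% = excess unlabeled GTP control and 100% = no compound control; below 100% means less GTP binding so inhibitor and above means activator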
Target sequence (P60953 whole entry, looked up): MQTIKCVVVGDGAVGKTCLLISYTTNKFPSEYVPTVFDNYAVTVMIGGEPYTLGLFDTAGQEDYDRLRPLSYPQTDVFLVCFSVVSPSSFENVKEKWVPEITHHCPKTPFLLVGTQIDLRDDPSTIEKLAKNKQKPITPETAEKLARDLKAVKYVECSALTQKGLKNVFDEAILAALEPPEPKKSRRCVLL
Mcl1 Noxa PPI – Mcl-1/Noxa binding inhibitors, primary screen, biochemical, TR-FRET, 1536-well. TR-FRET Mcl-1/Noxa peptide binding, 2 h. 220,000 tested, 1.5% active. inhibition, % at 21.7 µM. Induced myeloid leukemia cell differentiation protein Mcl-1 (Homo sapiens), Q07820;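 active means compounds that cut the protein-peptide binding signal by more than 50% relative to plate controls in a single-dose test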;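 further: His-tagged Mcl-1 with rhodamine Noxa BH3 peptide and terbium anti-His antibody; 0% = Mcl-1 plus Noxa peptide wells and 100% = peptide-only wells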
Rac1 wt GTP bind – wildtype Rac1 GTP binding modulators, primary screen, biochemical, GST-Rac1 beads, flow cytometry, multiplex; GTP binding activity (% of control), % at 10 µM; AID 757, 2007; fluorescent GTP binding; actives lie on both sides; 0 = cold GTP competed, 100 = untreated; 190,000 tested, 0.27% active;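 active means GTP binding activity at least 20 points away from the 100% control level, either lower or higher; inconclusive means compound flagged as likely green fluorescent, judged across all proteins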
Rab2A wt mod – modulators of GTP binding to Rab2A wildtype, primary screen, biochemical, dog, bead-based flow cytometry, multiplex | GST-Rab2 wt beads, Bodipy-GTP binding | 190,000 tested, 0.19% active | GTP binding activity, % at 10 µM | Ras-related protein Rab-2A (Canis lupus familiaris), P61105;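 active means GTP binding activity at least 20 points away from 100%, either lowered or raised; inconclusive means signal likely due to the compound's own green fluorescence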;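 further: 0% = beads with excess unlabeled GTP and 100% = no-compound control corrected for plate trend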
Rac1 mut GTP – GTP binding modulators of activated mutant Rac1, primary screen, biochemical, bead-based flow cytometry, multiplex, fluorescent GTP; Ras-related C3 botulinum toxin substrate 1 (Homo sapiens), P63000; GST-Rac1 activated beads; actives lie on both sides; 100% means binding = to untreated wells; percent activity (GTP binding), % at 10 µM; 190,000 tested, 0.11% active;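 active means GTP binding at least 20 percentage points away from the 100% baseline, in either direction, so actives lie on both sides; inconclusive means Compound likely fluorescent itself, or too few beads counted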
Pf gamet viab – late stage P. falciparum gametocyte viability inhibitors, primary screen, ATP luminescence, HTS | P. falciparum stage V gametocytes, 24 h | inhibition, % at 10.9 µM | 150,000 tested, 0.065% active | AID 743093, 2013;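 active means inhibition above the mean plus 3 SD of compounds within the control limits, set per campaign, cut at about 38% in these data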;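 further: 0% = DMSO wells and 100% = medium only without gametocytes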
Active calls of the source: *; ? = inconclusive; / = not tested or not shown.

SMILES	Bim-Mcl-1	HRas wt GTP bind	Rab7 wt GTP bind	Avidin fluor	Mcl1-Bid inh	Cdc42 wt	Mcl1 Noxa PPI	Rac1 wt GTP bind	Rab2A wt mod	Rac1 mut GTP	Pf gamet viab
O=C(CS(=O)(=O)Cc1ccccc1)NCc1ccco1	1	96	102	22	-22	97	24	93	97	90	-1
C=CCN1C(=Nc2ccccc2)SC/C1=C\C(=O)OC	1	108	103	11	-46	110	10	106	110	102	/
CCOC(=O)CCCCC(=O)NC(CO)C(=O)NC (centres undefined)	1	103	104	7	-24	104	2	112	103	101	-2
NNC(=O)c1cccc(O)c1	-1	102	98	3	-2	101	15	105	100	102	-5
COc1ccc(-n2c(C)cc(-c3csc(NC(=O)c4ccc(S(=O)(=O)N(C)C)cc4)n3)c2C)cc1	-4	104	101	3	-36	107	15	105	103	103	/
Cc1ccc(-c2cc(C(=O)Nc3c(C)n(C)n(-c4ccccc4)c3=O)no2)cc1	0	101	97	9	-36	100	-2	99	96	95	19
O=S(=O)(c1ccccc1)c1nc(-c2ccco2)oc1Nc1ccccc1	-6	98	96	13	-16	101	10	107	98	97	4
O=C(COC(=O)CCSc1ccccc1)NCc1ccc(F)cc1	-3	95	102	9	-10	94	-14	95	96	92	-10
N#Cc1ccc(Cl)cc1NC(=O)COC(=O)c1ccc2c(c1)OCCO2	0	99	97	66*	-5	101	-13	100	99	99	/
N#Cc1cccc(NC(=O)COC(=O)c2ccccc2Sc2ccccc2C#N)c1	-4	102	104	9	3	106	-94	105	101	102	-15
Cc1ccc(-n2cc[nH]c2=S)cc1C	-6	101	96	9	-54	102	0	103	99	101	/
COc1cccc(Cn2cc(C(=O)NCCN(C)C)nn2)c1	-2	101	101	17	-1	106	10	104	103	101	9
CC1(C)CC(=O)C(C(=S)Nc2ccc(F)cc2)=C(NCCN2CCOCC2)C1	0	99	100	2	-22	99	6	100	99	99	29
Cc1ccc(/C=C/C(=O)Nc2nnc(SCc3ccc(C#N)cc3)s2)o1	-5	101	102	4	-10	101	17	99	100	96	/
COCCOc1cc(N(CC(=O)N(C)C)S(=O)(=O)c2ccccc2)c(Cl)cc1Cl	2	98	104	6	-1	102	-4	103	96	99	11
Cc1nc2ccc(NC(=S)N3CCCC3)cc2nc1C	-4	94	98	11	-49	97	-1	101	96	95	16
O=C(CCS(=O)(=O)c1ccccc1)N1CCOCC1	-26	99	105	27	-10	93	6	95	98	95	24
CN1C(=O)CC(C(=O)Nc2ccccc2F)SC1=Nc1ccc2c(c1)OCO2 (centres undefined)	0	97	98	12	-17	93	8	99	95	97	1
CCOC(=O)C1C2C=CC3(CN(Cc4ccccc4)C(=O)C13)O2 (centres undefined)	-2	102	109	13	-28	104	-24	102	99	101	15
CCN1C(=O)C(CC(=O)Nc2ccc(OC)cc2)N(Cc2cccs2)C1=S (centres undefined)	-7	104	99	10	8	105	1	102	104	99	/

Some of these compounds in order of formula weight, descending:
SMILES	Bim-Mcl-1	HRas wt GTP bind	Rab7 wt GTP bind	Avidin fluor	Mcl1-Bid inh	Cdc42 wt	Mcl1 Noxa PPI	Rac1 wt GTP bind	Rab2A wt mod	Rac1 mut GTP	Pf gamet viab
N#Cc1cccc(NC(=O)COC(=O)c2ccccc2Sc2ccccc2C#N)c1	-4	102	104	9	3	106	-94	105	101	102	-15
O=C(COC(=O)CCSc1ccccc1)NCc1ccc(F)cc1	-3	95	102	9	-10	94	-14	95	96	92	-10
O=C(CS(=O)(=O)Cc1ccccc1)NCc1ccco1	1	96	102	22	-22	97	24	93	97	90	-1
C=CCN1C(=Nc2ccccc2)SC/C1=C\C(=O)OC	1	108	103	11	-46	110	10	106	110	102	/
CCOC(=O)CCCCC(=O)NC(CO)C(=O)NC (centres undefined)	1	103	104	7	-24	104	2	112	103	101	-2

Remaining list, next part.
SMILES	Bim-Mcl-1	HRas wt GTP bind	Rab7 wt GTP bind	Avidin fluor	Mcl1-Bid inh	Cdc42 wt	Mcl1 Noxa PPI	Rac1 wt GTP bind	Rab2A wt mod	Rac1 mut GTP	Pf gamet viab
Cc1cc(=O)oc2cc(OCc3cc4c(cc3Cl)OCO4)ccc12	-3	101	106	11	1	101	3	103	103	99	17
COc1cc(-c2nc(-c3ccncc3)no2)cc(OC)c1OC	0	?	?	17	-15	?	16	?	?	?	/
COc1cc(/C=C/C(=O)OCC(=O)N2CCC(Cc3ccccc3)CC2)ccc1O	-3	100	101	3	-66	102	22	101	100	99	-13
O=C(NC(NC(=S)Nc1ccc(Cl)cc1)C(Cl)(Cl)Cl)c1ccco1 (centres undefined)	2	96	97	15	-28	100	23	103	96	98	/
CCC(CC)C(=O)N1CCCC(c2nc(-c3cccs3)no2)C1 (centres undefined)	-2	106	101	34	10	110	13	112	105	104	/
O=C(CS(=O)(=O)c1cn(Cc2cccc(F)c2)c2ccccc12)N1CCOCC1	-4	105	105	9	-11	108	18	109	105	102	/
CCOC(=O)N1CCN(C(=O)c2cccn3c(=O)c4c5c(sc4nc23)CCCC5)CC1	-3	100	107	9	-18	98	12	98	105	94	17
O=C(COC(=O)CNC(=O)c1cccc([N+](=O)[O-])c1)Nc1ccccc1OC(F)F	-11	100	100	8	-17	102	3	106	101	102	2
CCN(C(=O)CN1CCN(c2ccccc2O)CC1)c1c(N)n(Cc2ccccc2)c(=O)[nH]c1=O	-4	106	106	9	-11	106	18	111	108	103	6
C=CCn1c(-c2ccc(F)cc2)n[nH]c1=S	-3	99	107	10	-27	101	9	102	99	97	/

Rewritten with two lines to a compound: 3 of the compounds above
The line under a structure holds: Bim-Mcl-1	HRas wt GTP bind	Rab7 wt GTP bind	Avidin fluor	Mcl1-Bid inh	Cdc42 wt	Mcl1 Noxa PPI	Rac1 wt GTP bind	Rab2A wt mod	Rac1 mut GTP	Pf gamet viab
CCOC(=O)N1CCN(C(=O)c2cccn3c(=O)c4c5c(sc4nc23)CCCC5)CC1
 : -3	100	107	9	-18	98	12	98	105	94	17
O=C(COC(=O)CNC(=O)c1cccc([N+](=O)[O-])c1)Nc1ccccc1OC(F)F
 : -11	100	100	8	-17	102	3	106	101	102	2
CCN(C(=O)CN1CCN(c2ccccc2O)CC1)c1c(N)n(Cc2ccccc2)c(=O)[nH]c1=O
 : -4	106	106	9	-11	106	18	111	108	103	6

More compounds follow.
SMILES	Bim-Mcl-1	HRas wt GTP bind	Rab7 wt GTP bind	Avidin fluor	Mcl1-Bid inh	Cdc42 wt	Mcl1 Noxa PPI	Rac1 wt GTP bind	Rab2A wt mod	Rac1 mut GTP	Pf gamet viab
O=C(Cc1nnc(NC(=O)Nc2ccc(F)cc2)s1)Nc1ccccc1	0	100	104	10	-7	99	0	99	100	96	/
CCN(CC)C(=O)c1[nH]cnc1C(=O)N[C@@H](CC(C)C)C(=O)OC(C)(C)C	-3	93	94	7	5	95	-18	99	93	96	/
NS(=O)(=O)c1cccnc1Nc1cccc(Cl)c1	8	98	94	4	-9	100	13	98	96	100	10
Cc1cccc(N2C(=O)C(CC(=O)Nc3cccc(F)c3)N(CCc3ccncc3)C2=O)c1 (centres undefined)	0	101	103	13	-10	99	13	102	98	97	0
Cc1cccc(-n2nnc(C(=O)NCc3ccco3)c2N)c1	0	99	97	10	-33	99	25	98	97	96	-2
COc1ccc2cc(C(c3nnnn3CCc3ccccc3)N3CCC(O)CC3)c(=O)[nH]c2c1 (centres undefined)	-3	103	101	12	11	100	11	101	100	100	/
CN1CCN(NC(=O)CN2C(=O)S/C(=C\c3c(Cl)cccc3Cl)C2=O)CC1	0	96	94	9	-61	96	-38	100	95	96	/
O=[N+]([O-])c1cccc(-c2cc3cccc[n+]3cc2-c2cccc([N+](=O)[O-])c2)c1	0	103	105	4	19	103	10	106	102	102	-6
O=C(CSc1nc2ccccc2c(=O)[nH]1)c1cccs1	-1	99	98	11	-10	98	2	98	98	97	/
COc1ccc(-n2c(=O)c3c4c(sc3n(CC(=O)NCC3CCCO3)c2=O)CCCC4)c(OC)c1 (centres undefined)	1	97	94	9	-8	100	12	102	96	99	15
COc1ccc(-c2cc(C(F)(F)F)nc(SCCC(=O)N3CCN4CCCC4C3)n2)cc1 (centres undefined)	-1	97	95	36	-5	97	8	96	95	95	-8
CCOc1ccc(NC(=S)NCCCN2CCN(C3CCCCC3)CC2)cc1	0	99	101	14	-71	101	6	104	101	101	-1
COc1ccccc1C1C(C(N)=O)=C(C)Nc2ncnn21 (centres undefined)	-2	103	99	22	3	103	-5	108	105	103	-21
Cc1cccc2cc(C(c3nnnn3Cc3ccc4c(c3)OCO4)N3CCCC3)c(=O)[nH]c12 (centres undefined)	-10	98	98	24	2	97	-2	101	97	98	-28
O=C(Nc1ccc2c(c1)OCO2)N1CCN(Cc2ccco2)CC1	-4	98	98	7	-54	98	30	99	98	96	16
Cc1sccc1C1C(C#N)=C(N)SC(N)=C1C#N	-4	97	98	8	-23	97	32	98	97	97	/
O=C(COC(=O)CCC1CCCC1)Nc1nc2c(F)c(F)c(F)cc2s1	14	97	98	17	2	100	2	98	95	95	18
CCCn1nc(C(=O)N2CCCc3ccccc32)c2ccccc2c1=O	-1	98	100	8	-7	97	-6	95	97	95	23
OC1(CNCc2cn[nH]c2-c2cc3ccccc3o2)CCCCC1	-1	97	95	10	-5	102	4	99	100	98	-17
O=C1CNC(=O)/C(=C/c2cccs2)N1	1	97	99	10	-25	96	-6	102	97	96	/
O=c1c2cc([N+](=O)[O-])ccc2nc(CN2CCN(c3ccccn3)CC2)n1-c1ccccc1F	0	98	99	10	-33	97	12	102	98	98	2
COc1cc(/C=N/NC(=O)c2cccc([N+](=O)[O-])c2)ccc1O	-1	97	93	11	-22	97	31	100	95	98	-1
COc1ccc2nc(/N=C/c3c(C)[nH]n(-c4ccc(C)cc4)c3=O)sc2c1	-14	98	97	6	-119	102	-81	99	95	97	1
